Screens (PubChem BioAssay)
Integrin act MD – qHTS for Activators of Integrin-Mediated Alleviation for Muscular Dystrophy; alpha7betagal myoblasts, beta-gal FDG fluorescence, 48 h; Potency, µM (top dose mostly 38.3 µM), without a hit: at the highest dose activation, actives largely listed as activators; 0.064% of 350,000 active;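 also: potency is read from the fitted curve at half-maximal effect; 100% = response of the positive control SU9516; nearly all actives have a fitted effect of over 60% in size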
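alpha7betagal+/- myoblasts (passage 13, 250/well) treated 48 h at 37C with compounds at 1:260 dilution of DMSO stock. Lysed, then beta-galactosidase activity read as FDG fluorescence (ex 480/em 540) after 30 min, with pre-read for autofluorescence.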
ELG1 repair inh – qHTS screen for small molecules that inhibit ELG1-dependent DNA repair in human embryonic kidney (HEK293T) cells expressing luciferase-tagged ELG1; HEK293T ELG1-luciferase reporter, luminescence, 16 h; DNA damage induced by 5-fluorouridine; AID 504467, 2011; 2.3% of 330,000 active; Potency, µM (titrated, usually from 46.1 µM), for inactives: top-dose activity change, negative = inhibition, usual class: inhibitors; also: potency is read from the fitted curve at half-maximal effect; % is scaled to controls: 0 for no effect and ±100 for the full control effect; nearly all actives have a fitted effect of over 55% in size
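Cells (2,000 per well) received 5-fluorouridine plus test compound or DMSO and were incubated 16 hr at 37 °C, 5% CO2. Luciferase activity was read by luminescence 30 min after ONE-Glo addition; signal suppression marked inhibition of damage-induced ELG1 function.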
BRCA1 expr act – qHTS Assay to Identify Small Molecule Activators of BRCA1 Expression; MCF7-BRCA1-FFLuc reporter, luminescence, 48 h; response scale: scaled: vehicle 0%, 10 µM genistein 100%; Potency, µM (top dose mostly 46.1 µM), without a hit: at the top dose activation, hits mostly activators; 1.1% of 380,000 active; AID 624202, 2012; also: potency is read from the fitted curve at half-maximal effect; nearly all actives have a fitted effect of over 80% in size; some results filed as inactive show a strong effect at the top dose
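Activators of BRCA1 expression were detected as increased firefly luciferase luminescence in engineered MCF7 cells after 48 h compound incubation. Signals were scaled to genistein 10 microM as full activation.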
TRPV1 agonist – HTS Assay for Compounds that Act as Agonists of the Vanilloid Receptor 1. TRPV1-expressing cells, Fluo-8 calcium influx, agonist mode. 0.19% of 320,000 active. activation, % at 8.33 µM. Transient receptor potential cation channel subfamily V member 1 (Homo sapiens), Q8NER1; in the data active = activation above about 80%; inconclusive = between about 30% and that limit; also: 0% is about no effect
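Cells expressing TRPV1 were dye-loaded with Fluo-8 and read kinetically: 10 s baseline, 3 min after compound (agonist portion), then 2 min after EC20 capsaicin (allosteric enhancer portion). Calcium-bound dye fluorescence at 480/520 nm.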
MLL CXXC-DNA inh – qHTS Fluorescence Polarization Assay for Inhibitors of MLL CXXC domain - DNA interaction; MLL-CXXC / FITC-HOXA9 DNA fluorescence polarization; Potency, µM (series often up to 115 µM), without a hit: top-dose activity change, negative = inhibition, actives largely listed as inhibitors; 0.037% of 290,000 active; active = well fitted inhibition curve with a large enough effect in the polarisation, with a control signal flat, not every such curve was filed as active; inconclusive = small, poorly fitted or top-dose-only effect, or effect the other way, or a change in a side signal; inactive = no such curve, though single readings can be large or run the other way; the % refers to the polarisation; also: potency is read from the fitted curve at half-maximal effect
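Steps: dispense CXXC domain solution (7 uM) → pin compounds or unlabeled HOX-A9 DNA control → 5 min ambient → add FLSN-HOX-A9 solution (50 nM) → spin → 30 min ambient → fluorescence polarization. Tris pH 7.5/NaCl/DTT/BSA buffer.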
TSG101-PTAP inh – qHTS Assay for Iinhibitors of HIV-1 Budding by Blocking the Interaction of PTAP/TSG101; Fluorescence polarization, FITC-PTAP peptide / Tsg101 binding; AID 493005, 2010; 340,000 tested, under 10 active; Potency, µM (series often up to 115 µM), without a hit: top-dose activity change, negative = inhibition, hits mostly inhibitors; active = well fitted inhibition curve with a large enough effect in the main read-out, with a control signal flat, not every such curve was filed as active; inconclusive = small, poorly fitted or top-dose-only effect, or effect the other way, or a change in a side signal; inactive = no such curve, though single readings can be large or run the other way; also: potency is read from the fitted curve at half-maximal effect; % of control where 0% means no effect
Target sequence (Q99816 whole entry, looked up): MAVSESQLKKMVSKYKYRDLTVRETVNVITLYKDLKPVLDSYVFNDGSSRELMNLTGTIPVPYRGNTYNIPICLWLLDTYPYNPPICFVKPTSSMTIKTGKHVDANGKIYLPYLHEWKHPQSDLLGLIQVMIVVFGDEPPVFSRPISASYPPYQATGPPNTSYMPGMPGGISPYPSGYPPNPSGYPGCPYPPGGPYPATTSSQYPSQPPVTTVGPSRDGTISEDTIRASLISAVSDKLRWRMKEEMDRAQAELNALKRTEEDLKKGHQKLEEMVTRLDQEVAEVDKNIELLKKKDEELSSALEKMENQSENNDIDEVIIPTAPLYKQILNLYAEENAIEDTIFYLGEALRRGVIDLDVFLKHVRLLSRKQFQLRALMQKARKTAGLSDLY
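Steps: Tsg101 binding domain dispensed (10 uM final), compounds pinned in DMSO, FITC-labeled PTAP-motif peptide added (50 nM final); after 20 min binding at room temperature, polarization measured.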
B2AR arrestin – qHTS assay of beta-arrestin-biased ligands of beta2-adrenergic receptor; Beta-2 adrenergic receptor (Homo sapiens), P07550; beta-arrestin recruitment to beta2AR, cell-based reporter; Potency, µM (doses to about 46.1 µM), for the others: top-dose activation, actives largely listed as activators; 0.02% of 330,000 active;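 also: potency is read from the fitted curve at half-maximal effect; 0% = DMSO controls and full agonism = EC100 isoproterenol or metaproterenol; nearly all actives have a fitted effect of over 65% in size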
Target sequence (P07550 whole entry, looked up): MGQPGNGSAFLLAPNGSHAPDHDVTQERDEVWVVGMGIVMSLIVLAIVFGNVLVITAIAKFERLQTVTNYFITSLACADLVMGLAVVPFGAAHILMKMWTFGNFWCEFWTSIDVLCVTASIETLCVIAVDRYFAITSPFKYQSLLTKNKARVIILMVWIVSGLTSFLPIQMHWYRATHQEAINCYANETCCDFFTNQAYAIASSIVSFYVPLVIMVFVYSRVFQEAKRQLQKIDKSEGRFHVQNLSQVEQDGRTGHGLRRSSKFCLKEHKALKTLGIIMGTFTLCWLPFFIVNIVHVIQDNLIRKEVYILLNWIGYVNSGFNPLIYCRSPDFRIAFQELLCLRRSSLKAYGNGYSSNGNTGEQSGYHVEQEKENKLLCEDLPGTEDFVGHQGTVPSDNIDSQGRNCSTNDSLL
TCR act – Activators of T cell receptors: qHTS campaign. AID 504894, 2011. primary human leukocytes, anti-CD3, IL-2 HTRF, 48 h. Potency, µM (doses to about 9.22 µM), for inactives: at the top dose activation of IL-2 secretion, most hits filed as activators. 330,000 tested, under 10 active; also: % of control where 0% means no effect
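Compounds are tested in HTS on primary human leukocytes co-incubated with a-CD3 beads for 48 hr. IL-2 output is measured by time-resolved FRET.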
p53 reactivator – qHTS assay for re-activators of p53 using a Luc reporter; H1299 p53-A138V BP100-luciferase reporter, luminescence, 24 h; Potency, µM (titrated, usually from 92.2 µM), for inactives: at the highest dose activity change, positive = activation, hits mostly activators; 0.063% of 320,000 active; also: potency is read from the fitted curve at half-maximal effect; % of control where 0% means no effect; nearly all actives have a fitted effect of over 45% in size
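H1299 (p53-null), stable ts p53-A138V + BP100-Luc; 1000 cells/well, Opti-MEM/10% FBS; cpd 4 pt, 1:5; 24 h, 37 deg C, 5% CO2; detection reagent 10 min RT; luminescence.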
AT treatment – qHTS Assay for Identifying a Potential Treatment of Ataxia-Telangiectasia | […] A-T fibroblasts, KAP-1 phosphorylation AlphaLISA; neocarzinostatin DNA damage 30 min before lysis | 0.19% of 320,000 active | Potency, µM (series often up to 57.5 µM), for the others: at the highest dose activation, actives largely listed as activators | AID 485349, 2010; also: potency is read from the fitted curve at half-maximal effect; % of control where 0% means no effect; nearly all actives have a fitted effect of over 45% in size
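ATM-like activity read as KAP-1 phosphorylation via AlphaLISA donor/acceptor antibody pairs after lysis and 6 hr at 25C. Cells were ATM-null patient fibroblasts ([…], hTERT), dosed 60 min, then exposed to the DSB inducer NCS for 30 min.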
* = called active by the depositor; [ ] = another dose, or the depositor's remark. Unless noted, calls follow the shape of the dose curve; as a rule, active = well fitted curve in the direction sought with a large enough effect; inconclusive = small, poorly fitted or top-dose-only effect, or another doubt; inactive = no such curve, though single readings can be large; an effect the other way counts as inactive or inconclusive.

What do the screens show for `COc1ccc(NS(=O)(=O)c2cccs2)c(OC)c1`?
Integrin act MD: 12.6%; ELG1 repair inh: -4.3%; BRCA1 expr act: -3.7%; TRPV1 agonist: 4.2; MLL CXXC-DNA inh: 1.5%; TSG101-PTAP inh: -0.9%; B2AR arrestin: 0.2%; TCR act: -24.2%; p53 reactivator: -0.2%; AT treatment: -6.0%

How did Cc1ccccc1N=Nc1c(N)n[nH]c1N do in these assays?
Integrin act MD: 18.0%; ELG1 repair inh: 17.2%; BRCA1 expr act: 63.1%; TRPV1 agonist: 0.3; MLL CXXC-DNA inh: 0.0%; TSG101-PTAP inh: -6.7%; B2AR arrestin: -0.1%; AT treatment: -2.2%

How did Nc1ccc(C(=O)n2c3ccccc3c3ccccc32)cc1 do in these assays?
Integrin act MD: -15.9%; ELG1 repair inh: 5.8%; BRCA1 expr act: -67.0%; TRPV1 agonist: 2.1; MLL CXXC-DNA inh: 3.4%; TSG101-PTAP inh: 0.7%; B2AR arrestin: -0.9%; TCR act: -3.7%[46.1 µM]; p53 reactivator: -9.0%; AT treatment: -7.5%

How did CCSc1nnc(NC(=O)CSc2nc3c(c(=O)n2CCOC)SC(C)C3)s1 (stereo not given) do in these assays?
Integrin act MD: 17.0%; ELG1 repair inh: 0.0%; BRCA1 expr act: -6.8%; TRPV1 agonist: -2.1; MLL CXXC-DNA inh: 9.4%; TSG101-PTAP inh: -1.5%; B2AR arrestin: -0.1%; TCR act: 0.3%; p53 reactivator: 0.0%; AT treatment: -16.2%

How did COc1ccc(CCNc2ccncn2)cc1 do in these assays?
Integrin act MD: -12.7%; ELG1 repair inh: 18.0%; BRCA1 expr act: -7.7%; TRPV1 agonist: 8.0; MLL CXXC-DNA inh: 10.0%; TSG101-PTAP inh: 2.0%; B2AR arrestin: -0.6%; TCR act: 2.5%; p53 reactivator: 13.7%; AT treatment: -1.6%

Results for C=CCNC(=S)NC(=O)c1ccc(C)c(Br)c1 ?
Integrin act MD: 26.2%; ELG1 repair inh: inconclusive; BRCA1 expr act: inconclusive; TRPV1 agonist: 19.0; MLL CXXC-DNA inh: -3.6%; TSG101-PTAP inh: -1.3%; B2AR arrestin: inconclusive; TCR act: -7.6%; p53 reactivator: 27.7%; AT treatment: 7.0%

Results for CC(=O)Nc1ccc(NC2=C/C(=N/S(=O)(=O)c3cccs3)c3ccccc3C2=O)cc1 ?
Integrin act MD: -67.7%[inhibitor]; ELG1 repair inh: 1.64µM*; BRCA1 expr act: -102.0%; TRPV1 agonist: 9.8; MLL CXXC-DNA inh: inconclusive; TSG101-PTAP inh: -0.1%; B2AR arrestin: 0.1%; TCR act: 1.8%; p53 reactivator: -10.9%; AT treatment: -3.0%

Results for CCN(CC(=O)Nc1c(F)cccc1F)C(=O)Cc1csc(-c2ccc(OC)c(OC)c2)n1 ?
Integrin act MD: 4.0%; ELG1 repair inh: 5.3%; BRCA1 expr act: 5.3%; TRPV1 agonist: -4.4; TSG101-PTAP inh: -12.0%; B2AR arrestin: -0.1%; TCR act: 7.5%; p53 reactivator: -5.5%; AT treatment: 3.4%

What do the screens show for `CCOC(=O)c1c(NC(=O)CN2C(=O)NC3(CCC(C)CC3)C2=O)sc(C)c1CC` (stereo not given)?
Integrin act MD: 25.9%; ELG1 repair inh: 5.1%; BRCA1 expr act: -22.3%; TRPV1 agonist: 1.5; TSG101-PTAP inh: 1.5%; B2AR arrestin: 0.0%; TCR act: 1.6%; p53 reactivator: -4.9%; AT treatment: 2.3%

What do the screens show for `CCc1cc(=O)oc2cc(C)cc(OC(C)C(=O)NC3CCN(Cc4ccccc4)CC3)c12` (stereo not given)?
Integrin act MD: 5.2%; ELG1 repair inh: -1.6%; BRCA1 expr act: -7.1%; TRPV1 agonist: 2.1; MLL CXXC-DNA inh: 1.6%; TSG101-PTAP inh: -1.3%; B2AR arrestin: 0.0%; TCR act: -4.1%; p53 reactivator: -34.0%[inhibitor]; AT treatment: 2.8%

How did Cc1cc(C)cc(Oc2ccc(N)cc2)c1 do in these assays?
Integrin act MD: -14.0%; ELG1 repair inh: 25.7%; BRCA1 expr act: 0.3%; TRPV1 agonist: 4.6; MLL CXXC-DNA inh: 3.0%; TSG101-PTAP inh: -5.6%; B2AR arrestin: -0.2%; p53 reactivator: -1.5%; AT treatment: 5.0%

How did O=C1OCC(c2ccc(Cl)s2)=C1c1ccccc1[N+](=O)[O-] do in these assays?
Integrin act MD: 0.3%; ELG1 repair inh: inconclusive; BRCA1 expr act: -6.1%; TRPV1 agonist: 5.0; MLL CXXC-DNA inh: 1.9%; TSG101-PTAP inh: -1.0%; B2AR arrestin: -0.1%; TCR act: -8.0%; p53 reactivator: -3.1%; AT treatment: 1.3%

How did CN(Cc1ccncn1)C(=O)CC1C(=O)NCCN1Cc1cccc(Oc2ccccc2)c1 (stereo not given) do in these assays?
Integrin act MD: 29.7%; ELG1 repair inh: -12.5%; BRCA1 expr act: 1.9%; TRPV1 agonist: 1.9; MLL CXXC-DNA inh: -6.2%; TSG101-PTAP inh: -0.4%; B2AR arrestin: -0.6%; TCR act: -1.6%; p53 reactivator: 21.9%; AT treatment: -2.6%

How did CC(C)NS(=O)(=O)c1ccc(CCC(=O)O)cc1 do in these assays?
Integrin act MD: -3.0%; ELG1 repair inh: 1.0%; BRCA1 expr act: 7.6%; TRPV1 agonist: 1.6; MLL CXXC-DNA inh: 5.7%; TSG101-PTAP inh: -0.8%; B2AR arrestin: 0.0%; TCR act: 1.8%; p53 reactivator: -2.5%; AT treatment: 0.1%

What do the screens show for `CNCC(O)CN1CCN(c2ccccc2OC)CC1` (stereo not given)?
Integrin act MD: 1.6%; ELG1 repair inh: -2.0%; BRCA1 expr act: -0.7%; TRPV1 agonist: -1.2; MLL CXXC-DNA inh: 0.8%; TSG101-PTAP inh: -6.0%; B2AR arrestin: 0.3%; TCR act: 0.8%; p53 reactivator: 4.7%; AT treatment: 1.0%

How did Cc1nc(Cc2nnc(SC(C)C(=O)N3c4ccccc4NC(=O)C3(C)C)o2)cs1 (stereo not given) do in these assays?
Integrin act MD: inconclusive; ELG1 repair inh: 3.5%; BRCA1 expr act: 4.1%; TRPV1 agonist: 0.7; TSG101-PTAP inh: 0.9%; B2AR arrestin: -1.0%; p53 reactivator: -5.0%; AT treatment: 0.2%

Results for O=C(c1ccc(Cl)cc1)c1cc([N+](=O)[O-])ccc1N1CCOCC1 ?
Integrin act MD: -27.5%; ELG1 repair inh: 4.2%; BRCA1 expr act: -55.9%; TRPV1 agonist: 2.7; MLL CXXC-DNA inh: 0.0%; TSG101-PTAP inh: -3.6%; B2AR arrestin: -0.5%; TCR act: -0.6%; p53 reactivator: -8.0%; AT treatment: -4.8%

How did Cc1ccc2[nH]c3c(c2c1)CN(C(=O)CN1CCN(c2ccccc2)CC1)CC3 do in these assays?
ELG1 repair inh: inconclusive; TRPV1 agonist: inconclusive; MLL CXXC-DNA inh: -15.8%; B2AR arrestin: -0.2%; p53 reactivator: -8.7%; AT treatment: 1.0%

How did Cc1ccc(CN2CC(C(=O)N3CCN(S(=O)(=O)c4c(F)cccc4F)CC3)CC2=O)cc1 (stereo not given) do in these assays?
Integrin act MD: 13.8%; ELG1 repair inh: -19.3%; BRCA1 expr act: -54.3%; TRPV1 agonist: 1.6; TSG101-PTAP inh: -3.8%; B2AR arrestin: 0.5%; TCR act: -3.3%; p53 reactivator: -0.8%; AT treatment: 4.0%

What do the screens show for `Cc1nc2ncnn2c(C)c1Cc1ccccc1Cl`?
Integrin act MD: -24.9%; ELG1 repair inh: 4.4%; BRCA1 expr act: 6.9%; TRPV1 agonist: 4.5; MLL CXXC-DNA inh: -5.9%; TSG101-PTAP inh: -2.5%; B2AR arrestin: 0.0%; TCR act: 7.1%; p53 reactivator: 1.3%; AT treatment: 3.9%

How did OCC1(CCc2ccccc2)CCN(Cc2ccccc2Cl)CC1 do in these assays?
Integrin act MD: -12.3%; ELG1 repair inh: 3.8%; BRCA1 expr act: -14.4%; TRPV1 agonist: 15.9; MLL CXXC-DNA inh: 3.5%; TSG101-PTAP inh: -5.7%; B2AR arrestin: 5.3%; TCR act: 5.7%; p53 reactivator: -1.2%; AT treatment: 1.1%

How did CCn1c(SCc2cccc(C(F)(F)F)c2)nnc1-c1ccco1 do in these assays?
Integrin act MD: -5.2%; ELG1 repair inh: 2.5%; BRCA1 expr act: 0.3%; TRPV1 agonist: 22.8; MLL CXXC-DNA inh: 7.7%; TSG101-PTAP inh: -5.1%; B2AR arrestin: 0.0%; TCR act: -2.9%[46.1 µM]; p53 reactivator: 15.8%; AT treatment: 1.8%
